Bioassay records from PubChem BioAssay.
MT stabilize HCS: microtubule stabilization, imaging screen. HeLa tubulin immunostaining HCS, 24 h; share of cells brighter than vehicle mean+2SD. % tubulin-high responders, % at 10 µM. 200,000 compounds, 0.83% hits;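 active = plate Z-score above 3 for both tubulin-high and condensed-nucleus cell shares, with cell loss under 80%, at 10 µM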;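 also: anti alpha tubulin signal scored within the nucleus-defined area of each cell; some results filed as inactive read as strong as hits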
Insulin prom up: MIN6 insulin promoter up-regulation. MIN6 insulin promoter-GFP reporter, high-content imaging; stronger effect = higher value. z-score at 5 µM. 190,000 compounds, 0.3% hits;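 active = z-score above 3 at 5 µM with at least 500 cells counted in the well; inconclusive = wells under 500 cells, flagged as cytotoxic or low count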
Myeloid diff 2: compounds promoting myeloid differentiation; 360,000 compounds, 1% hits; calls only at 10 µM; ER-HoxA9 myeloid progenitors, lysozyme-GFP differentiation, flow cytometry; AID 624256;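 active = normalized GFP-positive differentiation at or above the plate's own cutoff, the solvent-only control mean plus 3 SD; inconclusive = no clear call, values can overlap the other calls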;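 also: cells exposed to compound for four days before flow analysis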
b-catenin transl: alters nuclear translocation of beta-catenin in HeLa cells | immunofluorescence imaging | nuclear translocation activity, % at 5 µM | 190,000 compounds, 0.3% hits | AID 1665;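 active = nuclear translocation activity above 50% at 5 µM, with a well cell count of 50 or more; inconclusive = wells under 50 cells across six images, flagged as toxic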;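 also: per-cell ratio of nuclear to cytoplasmic median beta-catenin stain intensity; plate controls were DMSO negative control for no effect and GSK-3 inhibitor IX positive control for full effect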
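Read-out: Nuclear/cytoplasmic beta-catenin signal ratio, % activation | Assay system: Human HeLa cell line | Times: 24 h compound exposure at 37°C, 5% CO2 | Signal: Fluorescence imaging of beta-catenin antibody stain plus DAPI | Dosing: 5 µM primary, 0.02–20 µM confirmation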
WT yeast gro inh: growth inhibition of WT yeast, mitochondrial fusion screen; mitochondrial fusion phenotypic screen, WT strain; AID 1362; 190,000 compounds, 2.1% hits; inhibition, % at 10 µM; in the data active = inhibition above about 58%; tested in S. cerevisiae
Autophagy HCS: modulators of autophagy. MEF GFP-LC3 puncta imaging; test concentration mostly 10 µM. calls only at 10 µM (by protocol). 190,000 compounds, 0.98% hits. AID 463193;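 active = percentage of spot-positive cells more than 3 SD above its plate mean, without a fluorescence outlier flag or 80% toxicity; inconclusive = no clear call, values can overlap the other calls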;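 also: spot-positive cell cutoff set from DMSO-treated cells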
T cell modulator: modulates CD8 T cell binding to vesicles; 2C CD8+ T cell-vesicle binding, flow cytometry; stronger effect = lower value; calls only at 7 µM; 330,000 compounds, 0.068% hits;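 active = response, share of CD8 T cells binding vesicles, and their 90th percentile fluorescence all below set limits, cut at about 80% in these data, passing the limit was not always enough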
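Benchmarks: naked versus QL9-loaded vesicles / Assay system: purified 2C TCR transgenic mouse naive CD8+ T cells / Technique: high-throughput flow cytometry with anti-B7-1 and anti-CD8 staining / Timing: Cell–vesicle co-incubation 1.5 h at 37 °C, staining 20 min on ice / Read-out: percent CD8+ FL2 mean versus row control / Probe or stimulus: QL9-loaded Drosophila micro-vesicles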
Lipid droplet: modulators of hepatic lipid droplet formation; inhibition, % at 6.5 µM; 240,000 compounds, 0.4% hits; AML12 mouse hepatocytes, oleate lipid droplets, BODIPY imaging;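 active = lipid droplet intensity inhibited by at least 50%, with more than 500 cells counted; inconclusive = wells with under 300 cells, treated as cytotoxic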
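Material: mouse AML12 hepatocyte cell line, fixed after treatment; Timing: compound with oleate, overnight; Technique: high-content imaging of BODIPY-stained droplets and DAPI nuclei; Probe or stimulus: oleate, 100 µM final; Dosing: compound at 6.5 µM only.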
West Nile virus CPE: West Nile virus antiviral activity, cell-based, CPE readout (AID 1621) | 290,000 compounds, 0.02% hits | West Nile virus-infected cells, CPE inhibition; higher % means a stronger effect | one-dose CPE inhibition, % at 10 µM; IC50 in µM for titrated hits; in the data active = a potency from the dose series; inconclusive = CPE inhibition mostly from about 3.7% at the one dose, without a potency; inactive = the rest, 99 in 100 with CPE inhibition below about 2.2%; also: strong numbers were not always called active
WT yeast gro inh mutant strain: recorded beside WT yeast gro inh, whose call it bears; inhibition, %; mitochondrial fusion phenotypic screen, mutant strain inhibition
Insulin prom up cell count: further read-out of Insulin prom up, marked with its call; cell count; measured here: cytotoxicity, nuclei count;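 total cells summed across four imaged fields per well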
Lipid droplet cells 6.5 µM: second read-out of Lipid droplet, no call of its own (marks repeat the call); cell count; measured here: cell count, cytotoxicity flag;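 cells counted across two imaged fields per well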
b-catenin transl cell count 5 µM: recorded beside b-catenin transl, whose call it bears; cell count; measured here: cell count, cytotoxicity flag
T cell modulator vesicle-bound %: recorded beside T cell modulator, whose call it bears; double positive events, %; measured here: CD8+ vesicle-bound cell fraction;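 binding gate set so that unloaded-vesicle control wells show 10% double positive cells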
MT stabilize HCS Hoechst-high %: also measured in MT stabilize HCS; calls as there; % Hoechst-high responders; measured here: nuclear condensation Hoechst responders;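 share of cells brighter than vehicle mean plus two SD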
MT stabilize HCS cytotoxicity %: further read-out of MT stabilize HCS, marked with its call; toxicity, %; measured here: cytotoxicity by cell density;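 0% = mean cell density of plate MIN control wells and 100% = no cells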
Autophagy HCS cell loss 18 h: also measured in Autophagy HCS; calls as there; toxicity, %; measured here: cell loss, nuclei count;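 cell loss after 18 h compound exposure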
Myeloid diff 2 GFP+ MAC1+ %: recorded beside Myeloid diff 2, whose call it bears; GFP+ MAC1+ double positive, %; measured here: differentiation confirmed by MAC1 staining
Numbers without * were called inactive; i = inactive; ? = inconclusive; . = no result given.

SMILES	MT stabilize HCS	MT stabilize HCS Hoechst-high %	MT stabilize HCS cytotoxicity %	Insulin prom up	Insulin prom up cell count	Myeloid diff 2	Myeloid diff 2 GFP+ MAC1+ %	b-catenin transl	b-catenin transl cell count 5 µM	WT yeast gro inh	WT yeast gro inh mutant strain	Autophagy HCS	Autophagy HCS cell loss 18 h	T cell modulator	T cell modulator vesicle-bound %	Lipid droplet	Lipid droplet cells 6.5 µM	West Nile virus CPE
COc1ccc(NS(=O)(=O)c2c(C)[nH]c(=O)[nH]c2=O)c(OC)c1	2.5	1.8	6.7	0.82	1782	i	2.6	-0.5	1063	13	11	i	-3	i	44	-8	689	0.3%
CCCCOC(=S)NC(=O)c1sc2ccccc2c1Cl	1.6	0.7	3.7	0.31	1714	i	4.0	0.0	1376	4	-7	i	-6	i	28	.	.	-0.2%
COc1cccc(C(=O)COc2cccc(NC(=O)c3ccco3)c2)c1	2.5	2.3	7.1	-0.17	1591	i	0.4	2.9	860	-7	-2	i	11	i	2	-9	616	-1.0%
CCn1c(SCC(=O)Nc2cc(C)on2)nnc1-c1cccc(C)c1	.	.	.	.	.	i	2.3	.	.	.	.	.	.	i	22	2	793	0.3%
Cc1cc(=O)[nH]c(SCC(=O)N2C(C)CCCC2C)n1 (stereo not drawn)	.	.	.	.	.	i	0.4	.	.	.	.	.	.	i	31	1	799	0.1%
COCCCNC(=O)c1cn(C)c(=O)c2cc(OC)c(OC)cc12	1.1	4.9	5.5	0.57	1673	i	0.9	0.9	1413	2	-4	i	4	i	22	.	.	-0.2%
CCOC(=O)C1CCN(S(=O)(=O)c2c(C(=O)N3CCCCC3)c(C)n(C)c2C)CC1	.	.	.	.	.	i	4.0	.	.	.	.	.	.	i	8	3	735	0.3%
O=S(=O)(/N=C(/c1ccccc1)N1CCCCC1)c1ccccc1	1.9	1.8	10	1.3	1119	i	0.2	-2.0	1124	-12	18	i	7	i	43	-8	489	0.0%
N#C/C(=C\c1cccs1)C(=O)NCc1cccnc1	1.7	2.2	4.8	-0.04	1394	i	0.3	0.8	1059	-18	7	i	-1	i	57	12	698	0.7%
COc1ccc2cc(Br)ccc2c1CC(=O)N1CCCC1	.	.	.	.	.	i	0.9	.	.	.	.	.	.	i	15	-3	808	-0.8%
CC(=O)COC(=O)C1CC(=O)N(c2ccc(C)c(C)c2)C1 (stereo not drawn)	1.7	2.0	7.2	.	.	i	0.1	0.9	1054	-3	13	i	27	i	55	-4	727	0.4%
COc1cccc(NC(=O)c2oc3ccccc3c2NC(=O)C(C)(C)C)c1	5.7	4.1	5.5	0.8	1836	i	0.4	-1.2	1097	52	46	i	11	i	58	-14	655	1.0%
CN1CCN(c2ccc([N+](=O)[O-])c(-n3nc(-c4ccccc4)c4ccccc4c3=O)c2)CC1	5.7	1.5	7.4	-1	1068	i	1.5	-0.7	994	0	3	i	21	i	9	.	.	0.7%
O=C(CCNS(=O)(=O)c1ccc2[nH]c(=O)oc2c1)Nc1ccccc1	.	.	.	.	.	i	1.5	.	.	.	.	.	.	i	50	-1	685	1.1%
O=C(CCCC(=O)N(CC(=O)NC1CCCCC1)c1ccccc1F)Nc1ccccn1	.	.	.	.	.	i	1.2	.	.	.	.	.	.	i	13	-6	800	-0.8%

Overlap with the part before: 4 compounds, then new ones.
SMILES	MT stabilize HCS	MT stabilize HCS Hoechst-high %	MT stabilize HCS cytotoxicity %	Insulin prom up	Insulin prom up cell count	Myeloid diff 2	Myeloid diff 2 GFP+ MAC1+ %	b-catenin transl	b-catenin transl cell count 5 µM	WT yeast gro inh	WT yeast gro inh mutant strain	Autophagy HCS	Autophagy HCS cell loss 18 h	T cell modulator	T cell modulator vesicle-bound %	Lipid droplet	Lipid droplet cells 6.5 µM	West Nile virus CPE
COc1cccc(NC(=O)c2oc3ccccc3c2NC(=O)C(C)(C)C)c1	5.7	4.1	5.5	0.8	1836	i	0.4	-1.2	1097	52	46	i	11	i	58	-14	655	1.0%
CN1CCN(c2ccc([N+](=O)[O-])c(-n3nc(-c4ccccc4)c4ccccc4c3=O)c2)CC1	5.7	1.5	7.4	-1	1068	i	1.5	-0.7	994	0	3	i	21	i	9	.	.	0.7%
O=C(CCNS(=O)(=O)c1ccc2[nH]c(=O)oc2c1)Nc1ccccc1	.	.	.	.	.	i	1.5	.	.	.	.	.	.	i	50	-1	685	1.1%
O=C(CCCC(=O)N(CC(=O)NC1CCCCC1)c1ccccc1F)Nc1ccccn1	.	.	.	.	.	i	1.2	.	.	.	.	.	.	i	13	-6	800	-0.8%
CC1(C)CC(N2CCN(C(c3ccccc3)c3ccccc3)CC2)=CC(=[N+]2CCCCC2)C1	.	.	.	?	.	.	.	5.6	993	.	.	.	.	i	57	0	651	0.2%
COc1ccc(N(CC(=O)N2CCN(Cc3ccccc3)CC2)S(C)(=O)=O)cc1	.	.	.	.	.	i	0.3	.	.	.	.	.	.	i	58	-9	760	-0.8%
Clc1ccc(-c2nnc(-c3ccccc3)o2)cn1	.	.	.	.	.	i	0.7	.	.	.	.	.	.	i	25	1	699	0.5%
O=[N+]([O-])c1cccc(NC(=S)N2CCCC2)c1	.	.	.	.	.	i	0.9	.	.	.	.	.	.	i	35	10	689	-0.6%
Cc1ccc(NC(=S)Nc2cccc3ccccc23)cc1F	.	.	.	.	.	i	0.3	.	.	.	.	.	.	i	61	-6	820	-0.1%
CC1(CC(=O)N/N=C/c2ccc(-c3cccc(C(F)(F)F)c3)o2)OCCO1	4.7	2.8	15	-0.88	1235	i	0.8	-0.7	990	-8	-13	i	3	i	0	5	624	-1.0%
Cc1ccc(/C=N/NC(=O)c2cccc(S(=O)(=O)Nc3ccccc3Cl)c2)o1	2.9	1.9	7.0	1.7	1488	i	1.3	-1.1	1044	-21	1	i	-2	i	51	-16	507	-0.8%
Cc1ccc(NC(=O)C(OC(=O)c2ccc(NC(N)=O)cc2)c2ccccc2)cc1Cl (stereo not drawn)	5.9	2.6	5.2	-0.34	1489	i	1.0	13	1036	-4	27	i	3	i	56	-42	675	-0.7%
O=C(Nc1ccc(OC(F)F)cc1)c1ncc(Cl)c(Cl)c1Cl	2.1	1.7	8.1	-0.58	1173	i	0.3	0.8	972	2	-14	i	-9	i	28	-10	725	.
Cc1[nH]c2ccc(C(=O)NCCCN3CCCCC3)cc2c1C	.	.	.	.	.	i	0.9	.	.	.	.	.	.	i	10	-6	725	0.5%
C/C(=N/NC(=O)CNC(=O)c1ccncc1)c1ccc(Cl)cc1	.	.	.	0.5	1049	i	0.6	-0.5	1363	.	.	.	.	i	36	-3	701	-0.3%
CCn1c(SCc2cc(=O)[nH]c3ccccc23)nnc1C1CC1	3.3	2.9	2.7	-0.21	1147	i	0.5	0.9	923	-3	1	i	2	i	58	18	608	0.0%
COc1ccc(N2C(=O)C3CCCN3C2c2ccccc2F)cc1 (stereo not drawn)	5.8	3.7	7.6	-0.11	999	i	1.5	.	.	-4	-4	i	3	i	61	.	.	0.0%
CCOc1cccc(OCCCCN2CCOCC2)c1	5.3	1.6	6.8	0.9	1285	i	0.8	0.3	1444	.	.	i	18	i	6	.	.	0.1%
Cc1ccc2cc(CN(CC3CCCO3)C(=O)c3cccs3)c(=O)[nH]c2c1 (stereo not drawn)	.	.	.	.	.	i	0.3	.	.	.	.	.	.	i	27	12	814	-0.9%
Clc1ccc2c(c1)C1OCCC1C(c1ccco1)N2 (stereo not drawn)	7.0	2.8	5.0	0.78	1403	i	0.7	-5.3	1183	18	28	i	-8	i	38	1	749	0.5%
CCOc1cc(CN2CCCC(N3CCN(c4ccc(F)cc4)CC3)C2)ccc1OC (stereo not drawn)	.	.	.	.	.	i	0.9	.	.	.	.	.	.	i	46	-4	786	-1.1%
CCOC(=O)c1[nH]c2cc(OC)c(OC)cc2c1NC(=O)CCN1CCSCC1	.	.	.	0.72	948	i	0.7	-0.9	1279	.	.	.	.	i	36	-61	638	0.8%
O=C(c1cc(F)c(F)cc1Cl)N1CCN(c2ccc([N+](=O)[O-])c3ncccc23)CC1	1.6	2.4	7.2	-0.22	1311	i	0.0	-4.6	593	3	-10	i	7	i	43	-28	625	-1.9%
O=C1C=C(NNC(=O)c2ccccc2Br)CCC1	3.1	4.3	5.5	-0.02	1342	i	0.7	-2.3	567	-16	2	i	1	i	45	10	728	0.4%
COc1ccc(-n2c(C)cc(=O)[nH]c2=O)cc1	.	.	.	.	.	i	0.3	.	.	.	.	.	.	i	34	-11	847	-0.1%
Cc1ccc(OCC(=O)N(C)CCc2ccccn2)cc1	2.3	4.4	4.4	-0.11	1566	i	0.6	-2.8	1426	2	7	i	6	i	53	.	.	0.1%
CC(=O)N=c1sccn1CC(O)c1ccccc1 (stereo not drawn)	.	.	.	.	.	i	0.8	.	.	.	.	.	.	i	62	5	419	-0.1%
COc1ccc(/C=C(/NC(=O)c2ccccc2)C(=O)N2CCCC2)cc1OC	.	.	.	.	.	i	1.6	.	.	.	.	.	.	i	24	8	802	-0.5%
COc1ccc2c(c1)C(=NN)c1cc(OC)ccc1-2	3.2	2.0	1.1	-0.51	1543	i	2.9	0.4	1352	19	-18	i	8	i	26	.	.	0.8%
C=CCSc1nnc(-c2cc3c(-c4ccccc4)nn(C)c3s2)n1C	4.0	2.2	8.1	-0.02	1462	i	0.5	-1.4	1409	7	29	i	-24	i	50	.	.	0.1%
